NCI-60 one-dose screen, 48 h, at 10 µM unless noted. Numbers give growth in % (100 = growth as untreated, 0 = no growth, -100 = all killed).
SK-MEL-5: SK-MEL-5 melanoma. actives 6.4% (n = 80,000). AID 1794755
LOX IMVI: LOX IMVI melanoma; actives 7.4% (n = 79,000)
T-47D: T-47D breast cancer | AID 1794792 | actives 5% (n = 79,000)
BT-549: BT-549 breast cancer; actives 4.4% (n = 78,000); AID 1794793
HS 578T: HS 578T breast cancer; actives 4.1% (n = 78,000)
MDA-MB-435: MDA-MB-435 melanoma; actives 7.8% (n = 82,000); AID 1794794
SK-MEL-28: SK-MEL-28 melanoma. AID 1794761. actives 4.1% (n = 81,000)
SK-MEL-2: SK-MEL-2 melanoma | actives 4.7% (n = 77,000)
* = called active by the depositor; x = no result given; & = joins results of further samples. The calls were made as follows: active = growth percent below 10; inactive = the rest.

SMILES	SK-MEL-5	LOX IMVI	T-47D	BT-549	HS 578T	MDA-MB-435	SK-MEL-28	SK-MEL-2
NS(=O)(=O)c1ccc(CCNC(=O)Nc2nc3ccccc3s2)cc1	98	95	91	97	93	102	108	100
COc1cccc(C(Cc2ccccc2)Nc2ccccc2)c1OC (centres undefined)	97	98	81	101	106	105	107	83
Cc1ccc(-c2cc(-c3ccc(N4CCOCC4)cc3)n3c(n2)nc2ccccc23)cc1	96	94	97	113	109	98	100	118
Fc1ccc(C2=NN[C@H](c3cn(-c4ccccc4)nc3-c3ccccc3)C2)cc1	93	86	76	108	28	84	103	114
CN(C)S(=O)(=O)c1ncnc2nc[nH]c12	106	90	x	100	113	105	108	100
CC(C)C1NC2=C(CCCC2)C(C#N)(C#N)C1(C#N)C#N (centres undefined)	96	91	59	95	97	100	94	86
Cn1c(=O)c2nc(SCc3ccccc3)n(C)c2n(C)c1=O	101	99	98	107	104	113	119	101
COc1ccc(C2=C(Br)C(=O)c3nc(C)ccc3C2=O)cc1	92	95	73	93	91	103	107	102
N=C1C(=O)NC(=O)c2cc(-c3ccccc3)sc21	97	100	97	97	96	105	111	102
CCCC/C(=N\N=C(N)N)c1ccc(F)cc1	2.9*	27	39	22	26	-20*	54	1.1*
N#CSCCSC#N	104	108	105	110	116	117	110	105
COc1cccc(C2(C)Nc3ccccc3-c3nc4ccccc4n32)c1 (centres undefined)	101	101	98	108	112	104	107	105
COc1ccc(NC(=O)Nc2cccc(-c3cc(=O)c4c(OC)c(OC)c(OC)cc4o3)c2)cc1	49	39	35	68	30	77	79	61
COc1ccc(-c2cc(=O)c3cccc(CC(=O)O)c3o2)cc1	108	94	100	112	110	101	115	105
CCCOc1ccccc1OCCC	106	92	108	116	97	108	117	108
CSc1nc(-c2cc3ccccc3o2)cc(-c2ccc(Cl)cc2)c1C#N	55	17	25	115	76	111	65	24
CCOC(=O)c1cccnc1Nc1ccc(NC(=O)Nc2c(Cl)cccc2Cl)cc1	98	96	92	115	79	90	103	96
N#Cc1cnc2ccc(-c3cnc4n[nH]nc4c3)cc2c1N1CCc2cc(F)c(Cl)cc21	-45*	10	1.2*	3.8*	-11*	19	13	-23*
Cc1ccc(-c2csc(N/N=C/c3c(C)nn(-c4ccccc4)c3-n3ccnc3)n2)cc1	71	88	54	91	73	92	93	94
CC(C)OC(=O)COc1ccc(Cl)cc1Cl	104	97	78	100	93	105	106	84
N#Cc1c(N)nc2c(nnn2-c2ccccc2)c1N	99	109	91	109	76	115	122	98
Cc1cc(=O)n(Nc2ccccc2)c(O)c1C#N	104	97	92	107	100	108	111	96
CCOC(=O)C1=C(N)Oc2c(sc3c(F)cccc23)C1c1ccc(Cl)cc1 (centres undefined)	93	96	90	104	99	101	113	96
O=C1NC(=C(Cl)Cl)/C(=N/S(=O)(=O)N2CCNCC2)N1	102	97	97	107	101	108	99	100
c1cc2c(c3c1CCCC3)CCCC2	101	101	109	102	110	109	112	101
O=C(O)c1ccc[n+](CC(=O)N2CCN(c3cc4c(cc3F)c(=O)c(C(=O)O)cn4C3CC3)CC2)c1	92	30	86	75	88	67	60	86
COc1cc2c(cc1OC)-c1ccc3cc4c(cc3c1N(CCn1ccnc1)C2)OCO4	64	59	46	51	86	78	108	95
CC1(C)C(=O)/C(=C\c2cc(C(F)(F)F)cc(C(F)(F)F)c2)C[C@]2(C)[C@H]3CC[C@@H]4[C@@H](C(=O)/C=C\c5cc(C(F)(F)F)cc(C(F)(F)F)c5)CC[C@@]4(C)[C@]3(C)CC[C@@H]12	100	92	95	110	106	103	110	96
CC1=C(c2cc(-c3ccc(N(C)C)cc3)nc(=O)[nH]2)C(c2ccccc2)NC(=S)N1 (centres undefined)	x	105	102	99	98	103	109	105
NC(=O)C1(NC2CCCCC2)CCN(Cc2ccccc2)CC1	112	108	107	100	x	119	122	103

Of the compounds above, ten contain sulfur.
SMILES	SK-MEL-5	LOX IMVI	T-47D	BT-549	HS 578T	MDA-MB-435	SK-MEL-28	SK-MEL-2
NS(=O)(=O)c1ccc(CCNC(=O)Nc2nc3ccccc3s2)cc1	98	95	91	97	93	102	108	100
CN(C)S(=O)(=O)c1ncnc2nc[nH]c12	106	90	x	100	113	105	108	100
Cn1c(=O)c2nc(SCc3ccccc3)n(C)c2n(C)c1=O	101	99	98	107	104	113	119	101
N=C1C(=O)NC(=O)c2cc(-c3ccccc3)sc21	97	100	97	97	96	105	111	102
N#CSCCSC#N	104	108	105	110	116	117	110	105
CSc1nc(-c2cc3ccccc3o2)cc(-c2ccc(Cl)cc2)c1C#N	55	17	25	115	76	111	65	24
Cc1ccc(-c2csc(N/N=C/c3c(C)nn(-c4ccccc4)c3-n3ccnc3)n2)cc1	71	88	54	91	73	92	93	94
CCOC(=O)C1=C(N)Oc2c(sc3c(F)cccc23)C1c1ccc(Cl)cc1 (centres undefined)	93	96	90	104	99	101	113	96
O=C1NC(=C(Cl)Cl)/C(=N/S(=O)(=O)N2CCNCC2)N1	102	97	97	107	101	108	99	100
CC1=C(c2cc(-c3ccc(N(C)C)cc3)nc(=O)[nH]2)C(c2ccccc2)NC(=S)N1 (centres undefined)	x	105	102	99	98	103	109	105

Continuation.
SMILES	SK-MEL-5	LOX IMVI	T-47D	BT-549	HS 578T	MDA-MB-435	SK-MEL-28	SK-MEL-2
COc1cc(-c2noc(-c3cccc(N)c3)n2)cc(OC)c1OC	93	x	73	88	91	95	102	103
c1cncc(CCc2ccncc2)c1	103	119	111	x	107	104	100	102
COc1cc(/C=C/C(=O)CC(=O)/C=C/c2ccc(OC(=O)c3cccs3)c(OC)c2)ccc1OC(=O)c1cccs1	92	93	102	93	102	82	107	98
CC(C)C1=CC2=CC[C@@H]3[C@](C)(CCC[C@@]3(C)C(=O)OCC#Cc3ccc([N+](=O)[O-])cc3)[C@H]2CC1	78	95	73	72	82	92	99	92
NC(N)=N/N=C\c1ccc(OCc2ccccc2)cc1	-13*	60	36	89	x	9.5*	88	87
CC(=O)c1ccc(N=NN(C)C)cc1	103	100	88	119	103	99	111	97
CCCCN1C(=O)/C(=c2\sc3n(c2=O)NC2C(N=3)N(CC)C(=O)N2CC)c2cc(C)ccc21 (centres undefined)	94	83	90	93	88	89	102	99
O=C(O)/C(=C\c1ccccc1Cl)c1ccccc1	96	100	105	103	119	103	105	x
Cc1ccc(-c2nc3ccccc3c(=O)o2)cc1	98	109	108	113	99	90	101	114
CN(C)c1ccc(-c2ccc3c(c2)c(-c2ccccc2)nc(=O)n3C)cn1	22	34	22	49	41	-11*	55	27
CC(C)C(=O)C(CCN(C)C)c1ccccn1 (centres undefined)	109	95	97	106	104	99	108	112
Oc1ccc(Cl)c2cccnc12	106&97&85	97&98&75	96&105&102	96&93&119	108&126&94	104&98&118	108&111&118	98&106&90
O=C(O)c1c(O)ccc2ccccc12	97	95	102	119	109	117	108	83
C=C(C)[C@@H]1CC[C@]2(C(=O)OC)CC[C@]3(C)[C@H](CC[C@@H]4[C@@]5(C)CC[C@H](NC(=O)OC(C)(C)C)C(C)(C)[C@@H]5CC[C@]43C)[C@@H]12	90	89	76	94	89	80	85	85
Cc1ccc2c(c1)sc(C)[n+]2CCO	81	94	x	85	109	104	114	113
Nc1cc2ccccc2c(=O)n1NC(=O)c1ccc(F)cc1	99	x	93	100	x	101	105	113
COc1cc(C(=O)C[n+]2cccc3c4ccccc4ccc32)cc(OC)c1OC	96	98	76	102	99	x	101	102
COc1cccc(-c2nc3occn3c2-c2ccnc(S(C)(=O)=O)n2)c1	100	95	95	127	95	107	99	96
NS(=O)(=O)c1cccc(NCCC(=O)c2ccccc2)c1	101	98	111	124	103	96	108	104
Cc1ccc(NC(=O)c2cc3ccccc3cc2O)c(C)c1	49	88	97	76	99	72	82	92
Cc1cc(C)c(S(=O)(=O)c2ccc(F)cc2)c(C)c1	105	111	95	124	112	113	116	98
CC(C)(C)CC(C)(C)n1nnnc1C(NC12CC3CC(CC(C3)C1)C2)c1c(F)cc(F)cc1F (centres undefined)	76	80	58	92	83	92	86	84
OCCCNc1nc(O)c(/C=C2\C=Nc3ccccc32)s1	101	95	97	100	106	105	108	93
CC1(C)N=C(N)NC(Nc2ccccc2)=N1	115	100	100	x	92	104	140	x
C=C1C(=O)O[C@H]2[C@H]1CC/C(CNS(=O)(=O)c1ccc3ccccc3c1)=C\CC[C@@]1(C)O[C@@H]21	32	-85*	-67*	-9.6*	67	0.6*	-8.4*	44
O=C1/C(=C/c2ccc(N3CCCC3)cc2)Cc2cc3c(cc21)OCO3	99	x	99	94	92	104	103	110
CSc1nc(=O)n(Cc2ccc(F)cc2)c(=O)n1Cc1ccc(Cl)cc1	108	84	80	95	94	113	101	99
COc1c(C)cc([N+](=O)[O-])c(C(C)(C)C)c1[N+](=O)[O-]	100	95	x	85	100	110	108	98
CCCCCCCCCCCCCCCCCCOC(=O)C(N)Cc1ccc(O)cc1 (centres undefined)	96	77	98	117	94	102	106	105
COc1cc2oc(-c3cccc(C(=O)Nc4ccc(Cl)cc4)c3)cc(=O)c2c(OCCNC(=O)CN)c1OC	70	16	69	61	82	91	61	154
COc1ccccc1-c1cc(-c2cc3ccccc3oc2=O)nc(N)n1	83	88	x	x	78	48	96	x
O=C(NCc1ccc(F)cc1)C1=NOC(Cc2noc(-c3ccc(F)cc3)n2)C1 (centres undefined)	104	100	101	95	112	109	115	108
CC(COC(=O)C(c1ccccc1)C1C=CCCC1)N1CCCC1 (centres undefined)	106	84	89	x	94	104	105	x
COc1ccc(N=Nc2c(N)nn3c(-c4ccc(OC)c(OC)c4)ccnc23)cc1	77	86	62	66	98	82	86	103
CCOC(=O)c1c(NCC(=O)Nc2ccc(Cl)cc2[N+](=O)[O-])sc2c1CCCC2	99	90	75	96	72	102	106	100
CCc1ccc(/C=C2\N=C(C)N(CCc3ccc(S(N)(=O)=O)cc3)C2=O)cc1	101	104	97	105	103	109	117	104
COc1ccc(-c2cc(OC)c(OC)cc2-c2nc(-c3ccccc3)c(-c3ccccc3)n2Cc2ccccc2)cc1OC	47	52	41	86	83	66	85	46
Nn1c(=O)c(=O)[nH]c2c(cnn2-c2ccccc2)c1=O	101	101	108	114	111	107	113	122
C/C(=N\N=C1/NC(=O)C(CC(=O)O)S1)c1nnn(-c2ccc([N+](=O)[O-])cc2)c1C (centres undefined)	99	100	95	131	101	103	112	104
COc1cccc(C(N)=O)c1	105	102	103	97	103	106	110	104
O=C(OCC1OC(Oc2ccccc2CO)C(O)C(O)C1O)c1ccccc1 (centres undefined)	106	96	101	x	112	124	112	111
CC(=C\c1ccccc1)/C=C1\C(=O)NC(=S)N1C=C1C(=O)NC(=O)NC1=O	96	101	86	100	89	104	109	101
COc1nc2c(c(=O)[nH]1)C(c1ccccc1)C=C(C(=O)O)N2 (centres undefined)	105	x	108	97	101	106	98	131
CSc1nc2c(c(=O)n1C)C1(C(=O)Nc3ccccc31)c1c(nc(SC)n(C)c1=O)N2	x	94	61	94	114	107	108	103
Cc1ccc(C)c2c1sc1nc(N3CCCC3)c(C#N)c(=N)n12	90	97	99	98	94	105	114	x
Cc1nc2scc(-c3ccccc3)n2c(=O)c1CCO	100	92	100	116	95	103	113	124
Oc1ccc(CSc2nnc(-c3cnccn3)o2)c2cccnc12	-39*	18	19	32	19	13	38	-2.5*
CC(C)(C)C1CCC(OC=O)CC1 (centres undefined)	101	101	97	92	104	107	101	95
CSc1nc(=O)[nH]nc1Sc1ccccc1	107	104	94	x	107	108	112	x
CC(=O)NC(C)(NC(=O)CCl)C(=O)O (centres undefined)	105	93	98	104	107	99	104	100
Nc1nc(Nc2ccccc2SSc2ccccc2Nc2nc(N)nc(-c3ccccc3)n2)nc(-c2ccccc2)n1	89	-34*	75	x	84	91	94	106
O=NN(Cc1ccccc1)c1ccccc1	102	108	100	114	108	105	103	96
Nc1cc(C(=O)c2ccccc2C(=O)O)ccc1Cl	105	96	101	103	105	113	131	108
Cc1ccc(N(C(=O)CCc2c[nH]c3ccccc23)[C@H](C(=O)Nc2ccc(Cl)cc2)c2cccc([N+](=O)[O-])c2)cc1	76	45	73	70	82	81	114	105
CC(C)CCNC(=O)Cn1ccc2ncccc2c1=O	104	94	112	109	85	108	88	113
O=C(NCc1cccnc1)C1=NOC(Cc2nc3ccccc3o2)C1 (centres undefined)	106	102	98	105	106	110	124	104
Cc1ccc(/C=N/NC(=O)Nc2[nH]c3ccc(S(N)(=O)=O)cc3c2-c2ccccc2)cc1	100	91	95	106	98	104	118	105
CCCCCCCCCCCCCCCCCC1=Nc2cc(C)c(C)cc2NC(=O)C1	104	101	103	88	102	103	111	90
Nc1nc2c(c(=O)[nH]1)NC(CCNc1ccc(C(=O)NC(CCC(=O)O)C(=O)O)cc1)CN2 (centres undefined)	113	116	102	85	118	111	104	101
Cn1c(I)c(C#C[Si](C)(C)C)c(=O)[nH]c1=O	98	-70*	22	41	11	59	-82*	61
O=C(NC1CCC(CN2CCOCC2)CC1)C1CCC2NOC(C3CCCCC3)C2C1 (centres undefined)	75	88	54	106	99	95	109	110

As entered above:
O=C(O)c1ccc[n+](CC(=O)N2CCN(c3cc4c(cc3F)c(=O)c(C(=O)O)cn4C3CC3)CC2)c1 @ SK-MEL-2: 86
C=C1C(=O)O[C@H]2[C@H]1CC/C(CNS(=O)(=O)c1ccc3ccccc3c1)=C\CC[C@@]1(C)O[C@@H]21 @ SK-MEL-2: 44
Nc1nc2c(c(=O)[nH]1)NC(CCNc1ccc(C(=O)NC(CCC(=O)O)C(=O)O)cc1)CN2 (centres undefined) @ SK-MEL-5: 113
O=C(O)c1c(O)ccc2ccccc12 @ SK-MEL-28: 108

Assay outcomes (PubChem BioAssay)

Rows are unselected; 12% or so of the library scored in one or more.
